# Screening results as filed in PubChem BioAssay.
# Vif inh: HIV Vif self-association inhibitors, primary screen, imaging, HEK293T, single point | HEK293T cells, Vif self-association by quenched fluorescence, 24 h | 340,000 tested, 0.35% active | inhibition, % at 7.49 µM; in the data active = inhibition above about 50%, passing the limit was not always enough; inconclusive = no clear call, values can overlap the other calls; inactive = below about 31%; note: some results filed as inactive read as strong as hits
# TLR9-MyD88 block: inhibitors of TLR9-MyD88 association in cells, primary screen, cell-based, CHO, BLA complementation, fluorescence; Toll-like receptor 9 (Homo sapiens) + Myeloid differentiation primary response protein …; CCF4 FRET ratio; inhibition, % at 4.98 µM; 340,000 tested, 0.21% active;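 active = inhibition above the mean over all tested compounds plus 3 SD, cut at about 21% in these data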;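 note: 0% = DMSO only wells and 100% = clavulanate BLA inhibitor control wells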
# NR5A2 inv ag: LRH-1 (NR5A2) inverse agonists, primary screen, cell-based, luminescence, HEK293T, StAR-luciferase reporter. LRH-1 transfected, 24 h. 360,000 tested, 0.13% active. inhibition, % at 3.6 µM;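 active = inhibition above the mean inhibition of all tested compounds plus 3 SD, cut at about 73% in these data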;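 note: 0% = DMSO wells and 100% = reporter-only cells lacking LRH-1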
# Target sequence (O00482 whole entry, looked up): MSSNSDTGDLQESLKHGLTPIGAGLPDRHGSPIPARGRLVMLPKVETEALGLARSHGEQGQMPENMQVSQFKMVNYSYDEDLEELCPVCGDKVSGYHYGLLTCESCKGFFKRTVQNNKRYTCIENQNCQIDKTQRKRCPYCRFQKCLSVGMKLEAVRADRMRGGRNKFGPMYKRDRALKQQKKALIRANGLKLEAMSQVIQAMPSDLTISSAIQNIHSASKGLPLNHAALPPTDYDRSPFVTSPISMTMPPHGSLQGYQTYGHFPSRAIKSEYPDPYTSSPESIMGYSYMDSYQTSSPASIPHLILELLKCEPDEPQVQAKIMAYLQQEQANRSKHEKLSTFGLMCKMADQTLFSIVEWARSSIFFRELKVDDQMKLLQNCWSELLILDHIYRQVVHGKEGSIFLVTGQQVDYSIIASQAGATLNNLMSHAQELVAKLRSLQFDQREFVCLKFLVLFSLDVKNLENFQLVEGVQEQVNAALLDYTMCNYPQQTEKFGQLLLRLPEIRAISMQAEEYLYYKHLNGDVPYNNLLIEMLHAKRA
# SRC3 inh: SRC3 coactivator transcriptional activity inhibitors, primary screen, cell-based, luminescence. inhibition, % at 3.6 µM. 360,000 tested, 0.17% active. Nuclear receptor coactivator 3 (Homo sapiens), Q9Y6Q9. HEK293 GAL4-SRC3 luciferase reporter;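 active = inhibition above a per-campaign cutoff, the mean of all compounds plus 3 SD, cut at about 60% in these data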;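 note: 0% = DMSO-treated cells and 100% = gossypol-treated cells at 36 µM; higher means less SRC3-driven luciferase light from the GAL4 reporter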
# C8 TRAIL sens: viability loss with TRAIL in NB7+C8 cells, primary screen, TRAIL sensitizer project, cell-based, ATPlite luminescence; inhibition (viability loss, TRAIL sensitization), % at 10 µM; 360,000 tested, 1% active; AID 624354, 2012;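 active = compounds causing at least 50% loss of cell viability in the single-dose screen, relative to plate controls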
# NCOA1 inh: SRC1 coactivator transcriptional activity inhibitors, primary screen, cell-based, luminescence | Nuclear receptor coactivator 1 (Homo sapiens), Q15788 | HEK293 GAL4-SRC1 luciferase reporter | inhibition, % at 3.6 µM | 360,000 tested, 0.12% active | AID 588354, 2011;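 active = inhibition above the campaign mean plus 3 SD, with each screening campaign given its own cutoff, cut at about 60% in these data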;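 note: 0% = DMSO treated cells and 100% = gossypol at 36 µM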
# LMP1 NFkB inh: EBV LMP1-driven NF-kappaB luciferase reporter inhibitors, primary screen, cell-based, luminescence, single point; LMP1-induced NF-kappaB luciferase reporter cells; AID 504558, 2011; inhibition, % at 12.5 µM; 350,000 tested, 0.69% active; in the data active = inhibition above about 41%; inconclusive = no clear call, values can overlap the other calls;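 note: 0% = neutral control wells and 100% = reference inhibitor control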
# COUP-TFII inh: NR2F2 transcriptional activity inhibitors, primary screen, cell-based, luciferase reporter, HEK293T, luminescence | COUP transcription factor 2 (Homo sapiens), P24468 | AID 686940, 2013 | 370,000 tested, 0.7% active | HEK293T NGFI-A luciferase reporter | inhibition, % at 8.6 µM;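 active = inhibition above a per-plate cutoff, mean inhibition of test wells between control levels plus 3 SD, cut at about 38% in these data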;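 note: cells cotransfected with COUP-TFII expression vector driving the NGFI-A reporter; 0% = median of COUP-TF2 test wells and 100% = reporter-only cells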
# Target sequence (P24468 whole entry, looked up): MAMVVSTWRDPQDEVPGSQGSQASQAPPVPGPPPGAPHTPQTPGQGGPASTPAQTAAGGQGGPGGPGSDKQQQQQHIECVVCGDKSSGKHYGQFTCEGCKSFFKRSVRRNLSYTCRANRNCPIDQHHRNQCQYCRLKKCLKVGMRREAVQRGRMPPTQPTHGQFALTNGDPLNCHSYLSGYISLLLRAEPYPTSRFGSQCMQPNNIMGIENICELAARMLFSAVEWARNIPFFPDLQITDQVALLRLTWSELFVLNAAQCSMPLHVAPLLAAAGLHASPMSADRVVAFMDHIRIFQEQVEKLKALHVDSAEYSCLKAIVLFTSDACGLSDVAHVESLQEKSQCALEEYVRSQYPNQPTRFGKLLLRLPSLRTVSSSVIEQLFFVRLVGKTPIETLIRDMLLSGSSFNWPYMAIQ
# NCOA2 inhibitor: inhibition of GAL4-SRC2 driven luciferase reporter, primary screen, SRC2 inhibitor project, cell-based, luminescence | 370,000 tested, 0.17% active | inhibition, % at 9 µM | HEK293 GAL4-SRC2 luciferase reporter | Nuclear receptor coactivator 2 (Homo sapiens), Q15596;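 active = inhibition above the mean inhibition of all tested compounds plus 3 SD, set per campaign, cut at about 52% in these data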;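 note: 0% = DMSO treated cells and 100% = cells given Gossypol at 36 µM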
# NOD2 RIPK2 PPI: NOD2-RIPK2 binding disruptors in cells, primary screen, fluorescence, CHO cells, BLA complementation | AID 624267, 2012 | Receptor-interacting serine/threonine-protein kinase 2 (Homo sapiens), O43353 | CCF4 ratio | 360,000 tested, 0.38% active | inhibition, % at 4.98 µM; in the data active = inhibition above about 21%;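 note: 0% = vehicle only and 100% = reference blocker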
# TROY NFkB inh: inhibitors of TROY-driven NF-kB signaling, primary screen, Q293 LMP1-TROYcd cells, NF-kB luciferase, uHTS | Q293 LMP1-TROYcd NF-kB luciferase reporter, 4 h | inhibition, % at 10 µM | 360,000 tested, 0.98% active;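 active = compounds whose plate-normalised and pattern-corrected inhibition of the luciferase reporter signal at the single screening dose is 50% or more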
# * = called active by the depositor; u = inconclusive; x = no result given. Only part of the results is shown, so the mix of outcomes need not match the whole.
SMILES,Vif inh,TLR9-MyD88 block,NR5A2 inv ag,SRC3 inh,C8 TRAIL sens,NCOA1 inh,LMP1 NFkB inh,COUP-TFII inh,NCOA2 inhibitor,NOD2 RIPK2 PPI,TROY NFkB inh
CCc1c(C)nc2ncnn2c1N1CCC(C(=O)Nc2ccc(C)cc2)CC1,-3,-3,14,4,10,8,12,1,5,3,18
CN(/C(=N\S(=O)(=O)c1ccccc1)c1ccccc1)c1ccc(O)cc1,x,-2,-4,10,1,-19,7,-5,35,7,-10
O=C1N/C(=C\c2ccsc2)C(=O)N1Cc1ccc(F)cc1,6,2,-5,22,5,2,-1,14,-16,-4,6
CCCOc1ccc(N2C(=O)CC(N3CCC(C(=O)OCC)CC3)C2=O)cc1 (stereo not drawn),3,-3,9,13,-6,-7,-25,3,-18,-15,6
COc1ccc(-c2nc3cc(C)c(Br)c(C)n3c2CC2CCCCC2)cc1OC,x,x,-19,x,7,x,x,2,10,-15,-12
O=C1C2C3C=CC(C3)C2C(=O)N1c1ccc(Cc2ccncc2)cc1 (stereo not drawn),-24,9,26,18,3,19,4,27,1,-3,9
Nc1cc(OCc2ccccc2)ccc1OCc1ccccc1,-1,-4,-22,-68,0,-52,-34,-39,-27,2,-52
Cc1ccccc1-c1cccc([C@@H]2C[C@H]3[C@H](CON3C)CN2S(=O)(=O)c2ccccc2C)c1,-4,4,-11,8,6,16,14,16,9,-4,-10
CN(CC(=O)NCCc1ccc(S(N)(=O)=O)cc1)CC(=O)Nc1ccc(F)c(F)c1F,-1,-9,-21,3,7,8,-2,6,4,-2,-11
CCCOc1ccc(C(=O)NNC(=O)CCNC(=O)c2ccccc2Cl)cc1OC,-2,-5,-2,7,-17,-10,2,6,-4,3,-8
CCOC(=O)C1=C(C)N(C)C(=O)NC1c1cccc(O)c1 (stereo not drawn),15,-9,3,21,17,5,-1,1,-5,1,-7
Cc1cc(C)c2c(=O)[nH]n(C3CCOC(C)(C)C3)c2n1 (stereo not drawn),x,13,18,7,4,1,8,3,-6,8,10
CCOC(=O)C1CCN(C(=O)c2ccc3c(=O)n4nc(Nc5ccccc5OC)sc4nc3c2)CC1,0,-14,15,-1,5,3,0,9,-11,0,8
COc1cccc(Cn2c(=S)[nH]c3ccc(N4CCOCC4)cc3c2=O)c1,1,-2,4,-8,-10,-18,-18,1,18,-8,-6
CCNC(=S)N1CCc2ccccc2C1,-1,x,10,13,13,-66,3,5,7,-11,-6
Cc1cc2ncn(CCOc3ccccc3)c2cc1C,6,2,-72,-66,18,-70,-26,-21,-55,0,-58
O=C(CSc1nnc(-c2cccnc2)o1)NNC(=O)c1ccc(Br)cc1,-3,-3,1,0,-2,-22,-12,7,-18,-2,2
CC1Cc2cc(/C(O)=C3/C(=O)C(=O)N(CCN4CCOCC4)C3c3ccc([N+](=O)[O-])cc3)ccc2O1 (stereo not drawn),7,-6,-16,15,-13,-5,3,-9,5,7,-18
COc1ccc(CCNC(=O)CSc2ccc(-c3cccs3)nn2)cc1OC,4,-4,-4,16,29,0,0,-6,4,-5,5
Cc1cc(-c2ccc(Cl)cc2)c(C#N)c(N)n1,-1,3,-3,-3,4,-22,-4,-5,1,-5,-6
COc1ccc(-c2cn3cc(C)ccc3n2)cc1F,1,-3,-133,-75,73*,-99,33,-8,-10,-5,61*
COCCNC(=O)c1csc(Nc2cccc3ccccc23)n1,-6,2,-21,-7,-1,1,15,-29,-34,-1,13
CC(C)CCOC(=O)C(C)Sc1n[nH]c(=O)[nH]c1=O (stereo not drawn),28,-5,-4,7,-3,3,2,2,11,-2,-7
Cc1nc2ccc(N=NC3=C(O)CCCC3=O)cc2s1,4,3,-84,-68,19,-94,5,-24,-20,0,-38
c1ccc(CN2CCN(c3nc(NCc4ccco4)c4ccccc4n3)CC2)cc1,-6,7,14,15,24,11,-6,5,-12,6,5
# Remaining list, next part:
SMILES,Vif inh,TLR9-MyD88 block,NR5A2 inv ag,SRC3 inh,C8 TRAIL sens,NCOA1 inh,LMP1 NFkB inh,COUP-TFII inh,NCOA2 inhibitor,NOD2 RIPK2 PPI,TROY NFkB inh
Cc1nn(C)c2ncc(C(N)=O)c(Oc3cccnc3)c12,5,-3,27,6,0,0,9,20,3,-9,6
O=C(Cc1cc(=O)[nH][nH]1)N/N=C/C=C/c1ccccc1,-1,5,-25,20,-2,-7,-6,-20,-3,1,3
O=S1(=O)CC(N2CCSCC2)CN1Cc1cn(Cc2ccc(Cl)cc2)nn1 (stereo not drawn),x,x,0,x,4,x,x,-2,14,4,-16
CCC(=O)Nc1ccc(NC(=O)c2cccc3ccccc23)cc1,-10,7,4,-12,0,-5,-4,-1,-27,0,-14
COc1ccc(CN2CCN(Cc3ccc(Br)cc3)CC2)c(OC)c1OC,-1,5,1,2,10,8,14,12,22,-4,12
Cc1cccc(-n2c(SCC(=O)N3CCN(c4ccccn4)CC3)nnc2N2CCOCC2)c1,0,13,6,0,-3,-5,2,23,17,3,5
O=C(Cn1cnc2c(nnn2-c2ccccc2)c1=O)NCC1CCCO1 (stereo not drawn),-4,-6,49,-1,-8,-8,-4,-14,-13,-4,4
Cc1ccc(Oc2ncccc2NC(=O)CC2(CC(=O)O)CCCC2)c2c1CCC2,-3,4,14,14,-5,-29,6,-3,-28,5,8
Cc1ccc(S(=O)(=O)CCC(=O)NCCN2C(=O)S/C(=C/c3ccc(F)cc3)C2=O)cc1,3,-11,-12,-10,-2,-19,-7,-24,-65,15,-40
O=C(Cn1ncc2c3ccccc3n(Cc3ccccc3)c2c1=O)NC1CCCC1,-6,3,10,-11,-13,4,-2,-7,14,-12,-24
CCOC(=O)CCc1c(C)nc2cc(C3CCCN(C(=O)OC(C)(C)C)C3)[nH]n2c1=O (stereo not drawn),1,3,10,7,-10,3,0,0,-4,-5,10
Cc1ccc2c(c1)N(CCC(=O)NCc1cccnc1)C(=O)CO2,4,-4,-3,6,-12,-5,0,20,-8,13,-5
COc1ccc(C)cc1-n1nnnc1SCC1CCCO1 (stereo not drawn),x,8,36,-2,-6,6,2,12,13,-6,28
CN(C)S(=O)(=O)c1ccc(C(=O)Nc2nnc(SCC(=O)N3CCOCC3)s2)cc1,17,-5,6,11,60*,0,17,-5,-7,-13,-11
COc1cc(NC(=S)NCc2cccnc2)cc(OC)c1,0,-4,1,-11,4,2,21,-1,3,1,-7
Cc1cc(SCC(=O)OC(C)C(=O)N(C)c2ccccc2)nc2ccccc12 (stereo not drawn),-2,-3,-9,16,3,-6,-1,-2,16,5,4
CC1CCC(NC(=O)CCN2C(=O)C3CC=CCC3C2=O)CC1 (stereo not drawn),9,-2,8,14,9,-9,-8,-16,-23,7,-3
Cc1cc(OCCOCCNC(C)C)cc(C)c1Cl,7,-14,5,-6,26,-1,-7,2,3,-3,8
CC(C)C[C@@H](CN1CCCC1CN1C(=S)NC[C@@H]1Cc1ccc(O)cc1)N1C[C@H](Cc2ccc(O)cc2)N(CCc2ccccc2)C1=S (stereo partly drawn),-21,0,-24,0,21,-14,7,-3,-21,-5,25
Cc1cc(NC(=O)CCN2CCN(C/C=C/c3ccccc3)CC2)ccc1Br,-8,1,11,-4,2,7,9,18,-4,-4,5
CCOc1cccc(CN2CCCC(N3CCN(c4cccc(Cl)c4)CC3)C2)c1O (stereo not drawn),-3,-7,11,4,3,-13,4,0,-15,4,-16
COCCNC(=O)NC1(C(F)(F)F)Oc2ccc(Cl)cc2O1 (stereo not drawn),19,0,-8,-18,39,-13,9,-5,-23,11,-144
Cc1c(C(=O)OCc2ccc(F)cc2)sc2nc3n(c(=O)c12)CCC3,-6,-4,-10,10,-5,5,-10,13,9,-3,-29
Cc1ccc(SCc2c(C(=O)N/N=C/c3ccc4c(c3)OCO4)nnn2-c2nonc2N)cc1,-4,-6,-12,-11,21,13,-8,10,-7,6,-1
COc1ccc2c(c1)c(-c1csc(N)n1)c(C)n2C,-5,-6,18,1,-4,1,-4,1,21,-6,22
# Additional entries.
SMILES,Vif inh,TLR9-MyD88 block,NR5A2 inv ag,SRC3 inh,C8 TRAIL sens,NCOA1 inh,LMP1 NFkB inh,COUP-TFII inh,NCOA2 inhibitor,NOD2 RIPK2 PPI,TROY NFkB inh
Cc1cc2nc(-c3ccc(C#N)cc3)c(Cc3ccsc3)n2c(C)c1Br,x,x,8,x,3,x,x,-9,-40,-2,-37
COCc1c(C(=O)OC)nnn1-c1ccccc1,-7,9,0,17,-1,3,12,5,8,5,-16
O=C(CSc1cccc[n+]1[O-])Nc1cccc(S(=O)(=O)NC2=NCCCCC2)c1,-4,7,19,2,-8,-13,-7,-11,-48,-1,-5
O=C(O)c1ccc(NC(=S)NCc2ccccc2)cc1,u,1,-2,-6,-8,-58,3,-1,11,-14,-2
C[C@H](CO)N1C[C@H](C)[C@H](CN(C)C(=O)c2ccccc2F)Oc2ncc(Br)cc2C1=O,x,0,-5,8,0,-3,-1,4,22,2,-13
CCCc1cc(C(=O)N2CCCC(C(=O)c3cc(C)c(OC)c(C)c3)C2)n(C)n1 (stereo not drawn),8,8,-26,0,-1,-3,0,9,-2,-17,2
NC(=O)c1nn(-c2ccccc2)nc1NC(=O)CN1CCCC1,12,-3,0,2,-8,-10,0,6,-12,-12,-3
COC(=O)C1=C(NC(=O)c2ccccc2[N+](=O)[O-])CCS1,x,8,-3,3,-5,4,0,10,-5,-10,4
COC(=O)C1CCN(C(=O)COC(=O)/C=C/c2ccc(O)c(OC)c2)CC1,-1,10,-4,4,-13,-5,-8,13,-8,10,12
COc1ccc2[nH]c3c(c2c1)CCN1C(=O)C(CC(=O)NC/C=C(\C)CCC=C(C)C)C[C@H](C(=O)N(C(C)C)C(C)C)[C@@]31C (stereo partly drawn),-25,2,20,-1,19,1,6,-9,-16,-8,31
Cc1ccc(-n2nnnc2SCC(=O)Nc2ccc3c(c2)COC3=O)cc1C,x,-4,32,-4,-2,-13,-7,3,-11,9,-1
O=C(CSc1nc2ccccc2o1)Nc1ccc(N2CCOCC2)c(Cl)c1,-2,-2,-96,-62,-5,-62,-5,-14,-56,7,52*
COC(=O)c1ccc(NC(=O)c2cccc(N3C(=O)CCC3=O)c2)cc1,-3,7,17,1,-6,-4,5,-6,-5,-1,-11
COc1ccc(-c2ccc(N3C(c4cc(OC)cc(OC)c4)=Cc4ccc(OC)cc4C3CC(C)=O)cc2)cc1 (stereo not drawn),x,x,-61,x,26,x,x,5,-40,13,-11
